HP1b chromo inh: blocks HP1-beta chromodomain binding to methylated histone tails. P83916. AlphaScreen HP1-beta / biotin-H3K9me3 peptide binding. Potency, µM (series often up to 114 µM), inactives show at the highest dose activity change, negative = inhibition, most hits filed as inhibitors. hit rate 0.56% among 390,000; note: nearly all actives have a fitted effect of over 70% in size; inactives centre near 23
Target sequence (P83916 whole entry, looked up): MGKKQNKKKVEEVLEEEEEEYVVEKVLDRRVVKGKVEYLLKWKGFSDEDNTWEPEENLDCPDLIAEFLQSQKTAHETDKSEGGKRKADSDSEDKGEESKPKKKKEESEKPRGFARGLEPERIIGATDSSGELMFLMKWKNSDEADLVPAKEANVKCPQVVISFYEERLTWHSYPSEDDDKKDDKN
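Compound inhibition of the preformed complex between 50 nM HP1-beta and 50 nM biotinylated H3K9me3 peptide was read by AlphaScreen. Buffer was PBS pH 7.4 with 0.01% Tween-20. Incubations ran 30 min at room temperature, with 10 ug/mL donor/acceptor beads.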
Pin1 inh: inhibitors of human Pin1; Q13526; Pin1 FP peptide displacement, HiFluor488, 10 min; Potency, µM (doses to about 115 µM), for inactives: at the highest dose activity, negative = inhibition, actives largely listed as inhibitors; hit rate 0.009% among 390,000; AID 504891; active = well fitted inhibition curve with a large enough effect in the polarisation, with a control signal flat, not every such curve was filed as active; inconclusive = small, poorly fitted or top-dose-only effect, or effect the other way, or a change in a side signal; inactive = no such curve, though single readings can be large or run the other way; the % refers to the polarisation; note: % is set by controls: 0 for no effect and ±100 for the full control effect
Target sequence (Q13526 whole entry, looked up): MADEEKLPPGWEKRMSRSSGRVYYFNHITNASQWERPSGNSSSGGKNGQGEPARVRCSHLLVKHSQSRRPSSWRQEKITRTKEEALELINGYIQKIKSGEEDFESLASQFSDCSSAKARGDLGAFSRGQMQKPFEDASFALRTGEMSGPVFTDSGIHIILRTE
JMJD2A Tudor inh: inhibitors of human JMJD2A Tudor domain | O75164 | AlphaScreen JMJD2A-Tudor / H3K4me3 peptide binding | Potency, µM (doses to about 114 µM), for the others: at the top dose activity change, negative = inhibition, most hits filed as inhibitors | hit rate 4.4% among 390,000; note: % is set by controls: 0 for no effect and ±100 for the full control effect; nearly all actives have a fitted effect of over 50% in size
rTrxR1 inhibitor: rat TrxR1 inhibition. O89049. recombinant rTrxR1, NADPH fluorescence consumption, selenite substrate. Potency, µM (top dose mostly 114 µM), inactives show at the top dose activity change, negative = inhibition, most hits filed as inhibitors. hit rate 1% among 390,000. AID 588453; note: % is set by controls: 0 for no effect and ±100 for the full control effect; nearly all actives have a fitted effect of over 65% in size
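Rat TrxR1 (90 nM in the dispensed reagent) was pre-reduced with 400 uM NADPH for 5 min at room temperature, then incubated with compound for 15 min. After 400 uM selenite was added, NADPH fluorescence (Ex 340/Em 450 nm) was followed for 8 min.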
RGS4 inh: human RGS4 inhibition; P49798; Transcreener GDP fluorescence polarization, RGS4-accelerated GTP hydrolysis; Potency, µM (doses to about 114 µM), for inactives: at the top dose activity change, negative = inhibition, usual class: inhibitors; hit rate 0.039% among 390,000; note: % is set by controls: 0 for no effect and ±100 for the full control effect; nearly all actives have a fitted effect of over 75% in size; some results filed as inactive show a strong effect at the top dose
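MLSMR compounds (23 nl, pin-transferred) preincubated 10 min at room temperature with a 500nM (2x) first reagent, then RGS4 at 900nM (2x) plus Transcreener GDP mix added; fluorescence polarization (620/688 nm) read before and after 90 min at 30 °C.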
12-LOX inh: inhibitors of human 12S-lipoxygenase ALOX12; hit rate 1.1% among 580,000; purified 12hLO, xylenol orange hydroperoxide absorbance; P18054; Potency, µM (series often up to 108 µM), for inactives: at the highest dose activity change, negative = inhibition, actives largely listed as inhibitors; AID 1671190; note: % is set by controls: 0 for no effect and ±100 for the full control effect
Target sequence (P18054 whole entry, looked up): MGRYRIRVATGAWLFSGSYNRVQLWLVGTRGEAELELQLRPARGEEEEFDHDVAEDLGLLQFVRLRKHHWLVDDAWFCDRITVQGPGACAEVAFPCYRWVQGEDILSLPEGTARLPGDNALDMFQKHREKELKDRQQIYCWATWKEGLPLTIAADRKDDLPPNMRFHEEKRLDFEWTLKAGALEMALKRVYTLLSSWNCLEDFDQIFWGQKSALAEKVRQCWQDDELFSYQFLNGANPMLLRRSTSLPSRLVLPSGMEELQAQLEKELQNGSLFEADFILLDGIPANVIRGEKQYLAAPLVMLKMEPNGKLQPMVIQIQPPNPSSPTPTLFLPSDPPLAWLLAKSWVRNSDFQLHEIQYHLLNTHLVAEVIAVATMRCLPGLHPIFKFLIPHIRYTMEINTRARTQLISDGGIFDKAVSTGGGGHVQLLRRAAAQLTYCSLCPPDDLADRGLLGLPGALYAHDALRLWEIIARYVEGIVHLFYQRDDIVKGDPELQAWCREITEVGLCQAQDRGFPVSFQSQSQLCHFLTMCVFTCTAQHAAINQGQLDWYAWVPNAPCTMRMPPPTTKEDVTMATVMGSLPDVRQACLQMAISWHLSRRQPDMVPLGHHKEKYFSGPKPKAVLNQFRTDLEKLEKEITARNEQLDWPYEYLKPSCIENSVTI
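Purified human 12hLO (150 nM final) in 25 mM Hepes, 0.01% Triton X-100, pH 7.0 was preincubated 15 min at room temperature with compound. Then 40 uM arachidonic acid was added, 30 min. Hydroperoxide was read by Fe-XO absorbance ratio 573/405 nm.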
ERG-DNA inh: inhibitors of human ERG Ets domain-DNA interaction; fluorescence polarization, His-ERG Ets domain / labelled DNA; Potency, µM (series often up to 76.9 µM), for the others: at the top dose FP activity, negative = inhibition, actives largely listed as inhibitors; hit rate 0.028% among 370,000; P11308; active = well fitted inhibition curve with a large enough effect in the polarisation, with a control signal flat; inconclusive = small, poorly fitted or top-dose-only effect, or effect the other way, or a change in a side signal; inactive = no such curve, though single readings can be large or run the other way; the % refers to the polarisation;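 note: polarization taken with two DNA probes labelled with fluorescein and Texas red; % of control where 0% means no effect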
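His-tagged ERG Ets domain (1 uM in the protein solution; 300mM KCl, 50mM Tris-HCl, 1mM EDTA, 1mM DTT, pH 7.5) received compound, then a probe mix of 5 nM fluorescein-DNA and 100nM Texas-615-DNA. Fluorescence polarization was read for both dyes.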
Tb PGK inh: inhibitors of T. brucei phosphoglycerate kinase | hit rate 0.043% among 380,000 | Potency, µM (series often up to 57.5 µM), without a hit: at the top dose activity change, negative = inhibition, actives largely listed as inhibitors | AID 602233 | P07378 | PGK/GAPDH coupled, Kinase-Glo luminescence, 60 min; note: % is set by controls: 0 for no effect and ±100 for the full control effect; nearly all actives have a fitted effect of over 60% in size
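Recombinant glycosomal PGK reaction used 1,3-bisphosphoglycerate generated in-well by GAPDH (100nM final) in 100mM TEA pH 7.6, 5mM MgCl2, 0.01% Tween-20. After 60 minutes at room temperature, ATP was read by Kinase-Glo Plus luminescence end-point.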
GLS inhibitor: inhibitors of human glutaminase (GLS). hit rate 0.21% among 410,000. Potency, µM (titrated, usually from 45.5 µM), inactives show top-dose activity change, negative = inhibition, actives largely listed as inhibitors. AID 624170. GLS enzymatic activity, qHTS titration; note: % is set by controls: 0 for no effect and ±100 for the full control effect
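Read-out is an Amplex red fluorescence increase coupled through glutamate oxidase and HRP, measured before and after 30 min room-temperature incubation. hKGA is in 45 mM KH2PO4 (pH 8.2) with 0.02% Tween-20; glutamine added as 1mM solution.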
* marks the source's active call; other numbers are inactive results; i = inactive; ? = inconclusive; / = not tested or not shown; [ ] = remark or other dose. Unless noted, calls come from the whole dose curve; as a rule, active = well fitted curve in the direction sought with a large enough effect; inconclusive = small, poorly fitted or top-dose-only effect, or another doubt; inactive = no such curve, though single readings can be large; an effect the other way counts as inactive or inconclusive. Potency is the fitted concentration of half-maximal effect. A portion of the library; count on the stated rates, not on these rows.

mol | Tb PGK inh | HP1b chromo inh | GLS inhibitor | 12-LOX inh | rTrxR1 inhibitor | JMJD2A Tudor inh | RGS4 inh | Pin1 inh | ERG-DNA inh
NC(=NCCc1ccccc1)NS(=O)(=O)c1ccc2ccccc2c1 | -8% | 26% | 2% | -11% | 7% | -6% | 15% | -3% | 1%
Cc1ccc2cc3c(nc2c1)N(c1ccccc1)CC3 | -1% | 250%[activator] | 3% | 0% | 76% | 159%[activator] | 1% | 7% | 2%
O=C(O)c1cccc(S(=O)(=O)Nc2ccc(S(=O)(=O)N3CCOCC3)cc2)c1 | -1% | 34% | -5% | -3% | 14%[57.1 µM] | -8% | 5% | -1% | 1%
CCOC(=O)c1cc(OC(=O)c2ccccc2Cl)n(-c2ccccc2)n1 | i | 25% | 2% | -20% | 33% | -17% | -20% | -4% | -1%
O=C(CN1C(=O)NC(Cc2c[nH]c3ccccc23)C1=O)Nc1cccc(S(=O)(=O)N2CCCC2)c1 (configuration not stated) | i | 2% | -2% | 0% | 8%[57.1 µM] | ? | -12% | 6% | 6%
Cc1n[nH]c(C)c1S(=O)(=O)N1CCN(S(=O)(=O)c2cccc(F)c2)CC1 | 1% | 19% | 3% | 7% | 18%[57.1 µM] | -6% | 7% | -2% | 3%
COc1ccc(CN(C)C(=O)c2sccc2-c2ccccc2)c(OC)c1 | -4% | 12% | 0% | 20% | 7% | -5% | 2% | 0% | -7%
CCOCCCNC(=O)c1cc2c(-c3ccc(Cl)cc3)nn(C)c2s1 | -12% | 47%[activator] | 1% | -1% | 76%[activator] | -13% | -5% | 1% | -17%
COc1ccc(CN2C(=O)N(c3ccc(OC)cc3)C(=O)C2CC(=O)Nc2ccccc2)cc1 (configuration not stated) | i | 20% | 1% | 9% | 3%[57.1 µM] | ? | 7% | -1% | 0%
COc1ccc(C2CC(=O)Oc3cc(OC)ccc32)cc1 (configuration not stated) | i | 55%[activator] | -8% | -20% | 7% | 2% | -12% | 2% | -1%
Cc1c(NC(=O)COC(=O)c2ccc(Br)o2)c(=O)n(-c2ccccc2)n1C | -4% | 44%[activator] | -3% | 309%[activator] | 27%[57.1 µM] | 10% | -20% | -3% | 9%
Cc1cccc(NC(=O)c2cccc(C(=O)Nc3cccc(C)n3)c2)n1 | -2% | 26% | 12% | ? | 13%[57.1 µM] | -17% | 25% | 1% | 4%
CCCC(=O)Nc1ccc(C(=O)Nc2nnc(COCC)s2)cc1 | -7% | 56%[activator] | 4% | 35%[activator] | 8% | -12% | -22% | -1% | ?
CCOc1cccc(C(=O)Nc2ccncc2)c1 | 2% | 27% | -14% | 0% | 5% | -4% | -14% | -4% | -7%
C=CCn1c(SCC(=O)NC2CCS(=O)(=O)C2)nnc1-c1cc2c(s1)CCC(CC)C2 (configuration not stated) | 5% | 8% | 3% | 10% | 0%[57.1 µM] | -17% | -8% | 83%[activator] | -2%
CO/N=C(\C)c1ncc(C(F)(F)F)cc1N1CCOCC1 | 7% | 54%[activator] | 12% | -19% | 7% | 3% | -5% | -8% | -3%
O=C(c1cccc(C(F)(F)F)c1)N1CCC(=O)N(C(CO)Cc2ccccc2)CC1 (configuration not stated) | 10% | 46%[activator] | 0% | 7% | 25% | -4% | -5% | 0% | 6%
CN(CC1CCOCC1)C(=O)CC1C(=O)NCCN1Cc1ccc(Cl)c(F)c1 (configuration not stated) | -9% | 25% | 3% | ? | ? | -16% | 8% | -8% | 2%
COCCCNC(=O)c1cc(Nc2ccc(OC)cc2OC)nc2ccccc12 | -1% | 32% | -2% | 35%[activator] | 15% | -30% | -12% | 1% | 0%
Cc1ccc2c(cnn2C(=O)CCC(=O)N2CCCCC2)c1 | -6% | 21% | 10% | 9% | 17%[57.1 µM] | -8% | 17% | 2% | 11%
CC(C)(C)C1CCc2onc(C(=O)NCc3ccc(F)cc3)c2C1 (configuration not stated) | -9% | 48%[activator] | -9% | -15% | -5% | 3% | -2% | -13% | 2%
O=C(O)CNc1nc(-c2ccccc2)c2cc([N+](=O)[O-])ccc2n1 | -1% | 20% | 0% | -23% | -30% | -22% | -13% | 15% | -8%
C[C@H]1CN([C@@H](C)CO)C(=O)c2cccc(NC(=O)Nc3ccc(F)cc3)c2O[C@@H]1CN(C)Cc1ccc(C(=O)O)cc1 | -8% | 30% | 12% | 0% | 5%[57.1 µM] | -14% | 21% | -4% | -9%
O=S(=O)(NCCc1ccc(Cl)cc1)c1cccc2cccnc12 | / | 32%[activator] | 1% | 2% | 17% | -6% | 10% | 1% | -14%
COc1cc2c(cc1N/C=C(\C#N)c1nc(-c3ccccc3)cs1)oc1ccccc12 | 3% | 32% | -9% | -6% | 26%[57.1 µM] | 8% | -2% | 0% | 23%

Part of the list above, showing only 12-LOX inh and RGS4 inh.
SMILES,12-LOX inh,RGS4 inh
O=C(O)CNc1nc(-c2ccccc2)c2cc([N+](=O)[O-])ccc2n1,-23%,-13%
C[C@H]1CN([C@@H](C)CO)C(=O)c2cccc(NC(=O)Nc3ccc(F)cc3)c2O[C@@H]1CN(C)Cc1ccc(C(=O)O)cc1,0%,21%

Other compounds:
mol | Tb PGK inh | HP1b chromo inh | GLS inhibitor | 12-LOX inh | rTrxR1 inhibitor | JMJD2A Tudor inh | RGS4 inh | Pin1 inh | ERG-DNA inh
CCCCCCNC(=O)c1ccc(Br)o1 | 10% | 39%[activator] | 2% | -4% | 0% | 4% | 17% | -2% | 0%
CCCCCCCC(=O)NC(Nc1ccccc1OC)C(Cl)(Cl)Cl (configuration not stated) | -3%[11.5 µM] | 34%[activator] | 10% | 0% | 8% | 2% | 9% | 8% | /
CCOC(=O)C(NC(C)=O)(NS(=O)(=O)c1ccccc1)C(F)(F)F (configuration not stated) | -2% | 72%[activator] | 7% | -19% | 16% | -8% | 22% | -1% | 6%
Cc1ccc(C(=O)c2oc3ccccc3c2NC(=O)Cc2coc3c(C)c(C)ccc23)cc1 | i | 35% | 2% | 4% | 3% | -11% | 10% | 3% | 8%
CCOc1ccc(CCNC(=O)COC(=O)c2c(C)nn(-c3ccccc3)c2C)cc1OCC | -6% | 44%[activator] | -15% | 1% | 15% | -6% | -10% | -6% | 15%
O=C(CCSc1ccccc1)NCCSc1ccccn1 | 3% | 42%[activator] | 8% | 0% | -9% | -6% | 6% | 1% | 4%
O=C(O)c1cccc(S(=O)(=O)NCC2COc3ccccc3O2)c1 (configuration not stated) | i | -20% | -19% | -2% | 20% | -22% | 8% | -5% | 15%
COc1ccccc1OCC(=O)Nc1ccc(S(=O)(=O)N2CCCC2)cc1 | -8% | -17% | -3% | -9% | -1%[57.1 µM] | 1% | -4% | 9% | 8%
CCN(CC)S(=O)(=O)c1ccc(OC(C)C)c(N)c1 | -5% | 23% | 6% | -6% | 2% | 2% | 4% | -5% | -2%
OCCN1CCN(CC(O)COc2ccc(-c3ccccc3)cc2)CC1 (configuration not stated) | 10% | 12% | 11% | ? | 6% | -11% | 14% | -8% | 0%
O=C1C(Cl)=C(NCC2CCCO2)C(=O)N1Cc1ccccc1 (configuration not stated) | 11% | 64% | 1% | ? | -15%[57.1 µM] | 18% | -11% | 2% | -7%
O=C(N=C1SC2CS(=O)(=O)CC2N1c1ccc(OC(F)(F)F)cc1)C1CC1 (configuration not stated) | -3% | 70%[activator] | -14% | 11% | -5% | -8% | 20%[11.4 µM] | 0% | 19%
O=C(c1cc(S(=O)(=O)N2CCCC2)c(Cl)cc1Cl)N1CCCC1 | -9% | 11% | -3% | ? | 17% | -8% | 12% | 5% | -10%
Cc1ccc(Sc2ncccc2[N+](=O)[O-])cc1 | -11% | ? | -10% | 10% | -9%[11.4 µM] | 45µM* | -11% | 0% | -1%
O=C(c1ccc(CS(=O)c2ccccc2Cl)o1)N1CCN(c2ccccc2)CC1 (configuration not stated) | 13% | 13% | 5% | 0% | 12% | ? | 22% | 1% | -3%
Cc1nc2scc(C)n2c(=O)c1S(=O)(=O)Nc1cccc(O)c1 | -2% | 28% | -3% | -14% | 0% | 9% | -13% | 3% | -2%
Cc1cc(Cl)ccc1NC(=O)CN1CCCC1 | -16% | 18% | 3% | 6% | 21% | -11% | 17% | 5% | -5%
NS(=O)(=O)c1ccc(NN=C2CCN(Cc3ccccc3)CC2)c([N+](=O)[O-])c1 | 3% | 5% | 0% | -27% | 12%[57.1 µM] | -25% | 6% | -3% | 8%
c1ccc(Nc2ccnc(Nc3ccccc3)n2)cc1 | -2% | 54%[activator] | -3% | ? | 19% | -14% | 0% | -1% | -2%
Nc1nc(-c2ccc3c(c2)CCC(=O)N3)cs1 | 0% | 26% | 19% | -19% | 13%[11.4 µM] | -12% | -5% | -3% | 6%
O=C1C2CCCN2C(c2ccccc2)N1c1ccc(F)cc1 (configuration not stated) | -2% | 67%[activator] | 1% | 1% | 8%[57.1 µM] | -2% | -17% | -1% | -10%
Cc1cccc(NC(=O)c2cc(NC(=O)C3CC=CCC3C(=O)O)ccc2N2CCOCC2)c1 (configuration not stated) | -8% | 23% | -2% | 14% | 27% | -7% | 6% | 2% | 5%
Cc1cccc(-c2noc(CCC(=O)Nc3ccc(C(N)=O)cc3)n2)c1 | -5% | 32% | -1% | / | 37%[activator] | 9% | -1% | 0% | 7%
Cc1ccc(NC(=O)CSc2n[nH]c(=O)n2C2CC2)cc1S(=O)(=O)N1CCOCC1 | -4% | 16% | 7% | -3% | 5% | -3% | 5% | -5% | -3%
